Screening data (PubChem)
AID2073: inhibitors of Mint1-CaV2.2 protein interaction, biochemical, HTRF (AID 2073) | Voltage-dependent N-type calcium channel subunit alpha-1B (Homo sapiens) | HTRF protein-protein interaction, Mint1-CaV2.2; higher % means a stronger effect | inhibition, % at 20 µM, or IC50 in µM where a hit was titrated | 290,000 tested, 0.19% active; in the data active means inhibition mostly above about 51%, no sharp cut-off; inconclusive means no clear call, values can overlap the other calls; inactive means mostly below about 53%; further: some results filed as inactive read as strong as hits
KOR beta-arrestin-1: KOR antagonists, beta-arrestin recruitment, cell-based, luminescence, uHTS (AID 1778) | Kappa-type opioid receptor (Homo sapiens) | 290,000 tested, 0.091% active | inhibition, % at 10 µM, or IC50 in µM where a hit was titrated | KOR beta-arrestin recruitment, luminescence, antagonist mode; higher % means a stronger effect; further: strong numbers were not always called active
HIV peptide binding: inhibitors of HIV fusion peptide binding, primary screen, biochemical, uHTS, fluorescence dequenching (AID 1986) | cell-free peptide binding, fluorescence dequenching, 30 min; higher % means a stronger effect | inhibition, % at 20 µM; hits with a dose series show IC50 in µM | 290,000 tested, 0.3% active; in the data active means inhibition mostly above about 52%, no sharp cut-off; inactive means mostly below about 76%; further: some results filed as inactive read as strong as hits
West Nile antiviral: West Nile virus antiviral activity, cell-based, CPE readout (AID 1621). West Nile virus-infected cells, CPE inhibition; higher % means a stronger effect. one-dose CPE inhibition, % at 10 µM; IC50 in µM for titrated hits. 290,000 tested, 0.02% active; in the data active means a potency from the dose series; inconclusive means CPE inhibition mostly from about 3.7% at the one dose, without a potency; inactive means the rest, 99 in 100 with CPE inhibition below about 2.2%; further: strong numbers were not always called active
Dengue-2 NS5 capping: Dengue-2 NS5 methyltransferase inhibitors, primary screen, biochemical, confirmation dose response (AID 588689); Genome polyprotein (Dengue virus type 2 (strain 16681-PDK53)); Dengue-2 NS5 methyltransferase capping enzyme assay, biochemical; higher % means a stronger effect; inhibition, % at 25 µM; hits with a dose series show IC50 in µM; 340,000 tested, 0.3% active; in the data active means a potency from the dose series; inconclusive means inhibition above about 29% without an active follow-up result
NOD1 NF-kB reporter: NOD1 signaling inhibitors, primary screen, cell-based, luminescence, uHTS (AID 1578); inhibition, % at 4 µM, or EC50 in µM where a hit was titrated; NOD1-driven NF-kB luciferase reporter cells, luminescence; higher % means a stronger effect; 290,000 tested, 1% active; in the data active means inhibition mostly above about 36%, no sharp cut-off; inactive means mostly below about 34%;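 further: HEK-293T reporter cells stimulated with the NOD1 agonist gamma-tri-DAP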
KOR beta-arrestin-2: KOR agonists, beta-arrestin recruitment, primary screen, cell-based, luminescence, uHTS (AID 1777); Kappa-type opioid receptor (Homo sapiens); KOR beta-arrestin recruitment, luminescence; higher % means a stronger effect; one-dose activation, % at 10 µM; EC50 in µM for titrated hits; 280,000 tested, 0.02% active; in the data active means activation above about 50%, passing the limit was not always enough; further: a part of the inactive calls stands beside numbers as strong as those of hits
HEK293 NOD2/NF-kB: NOD2 signaling inhibitors, cell-based, luminescence, uHTS, HEK293 (AID 1566); 290,000 tested, 0.63% active; inhibition, % at 4 µM, or EC50 in µM where a hit was titrated; HEK293 NOD2/NF-kB luciferase reporter, luminescence; higher % means a stronger effect; further: many of its hits are not listed in these tables
Yfh1-depleted yeast: enhancers of respiration in Yfh1-depleted yeast, dose response, Friedreich's ataxia, plus single-dose screen (AID 1465); S. cerevisiae Yfh1-off respiration, WST-1 reduction, 72 h; higher fold induction means a stronger effect; fold induction at 50 µM; hits with a dose series show EC50 in µM; 220,000 tested, 0.074% active;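 active means fold induction of absorbance versus untreated yeast above a set limit, then at least 30% activation at any dose in follow-up; inconclusive means repeats straddling the limit, or above it without dose testing; inactive means fold induction below the set limit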;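 further: activators that raise dye reduction in frataxin-depleted yeast; strong numbers were not always called active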
Dengue-2 NS5 capping pilot replicate: second read-out of Dengue-2 NS5 capping, no call of its own (marks repeat the call); inhibition, %; measured here: pilot screen replicate inhibition
Numbers without * were called inactive; i = inactive; ? = inconclusive; . = not tested or not shown; [ ] = remark or other dose. Unless noted, no stated cut-off is given here; in the data, active means inhibition above about 50%; inactive means the rest.

SMILES	AID2073	KOR beta-arrestin-1	HIV peptide binding	West Nile antiviral	Dengue-2 NS5 capping	NOD1 NF-kB reporter	KOR beta-arrestin-2	HEK293 NOD2/NF-kB	Yfh1-depleted yeast	others
CCC(C(=O)NCc1ccc(F)cc1)N(Cc1cccs1)C(=O)c1snc(C(N)=O)c1N (configuration not stated)	1%	-26%	0.9%	-1.2%	-4%	-17%	2.1%	-10%	.
CCOC(=O)c1nc2nc(C)cc(=O)n2[nH]1	4%	-31%	0.9%	-0.1%	-3%	-9%	-8.7%	15%	i
CC(C)CC(C)c1cc(N)nc2nc3ccccc3n12 (configuration not stated)	9%	-10%	1.6%	-0.6%	-8%	-23%	-6.0%	8%	i
COc1cc(C(=O)ON=C2C(C)=CC(=O)C=C2C)cc(OC)c1OC	-48%	33%	-1.9%	0.0%	-7%	10%	-3.5%	11%	?
O=C(Cn1cnc([N+](=O)[O-])n1)NCc1ccccc1	13%	-1%	-2.4%	.	-12%	-12%	4.2%	13%	.
COc1ccc(Cn2nnnc2C(c2cc3cccc(C)c3[nH]c2=O)N2CCN(C)CC2)cc1 (configuration not stated)	3%	-12%[20 µM]	-1.8%	-0.8%	-5%	-28%	.	5%	i
COc1ccc(-c2cc(CC3(C(=O)O)CCN(C(=O)OC(C)(C)C)CC3)on2)c(OC)c1	2%	-19%[20 µM]	0.2%	-0.4%	-1%	0%	1.4%	7%	.
O=C(CN1CC[n+]2c(-c3cccs3)csc21)c1ccc(-c2ccccc2)cc1	-2%	-12%[20 µM]	-1.5%	-0.3%	5%	57%*	4.9%	-26%	i
COCCN1C(=O)/C(=C/c2cc3c(cc2Br)OCO3)NC1=S	-7%	-8%	-3.0%	-0.5%	-12%	-44%	-1.7%	6%	i
Nc1cccc(NP(=O)(c2ccccc2)c2ccccc2)c1	6%	-26%	-0.3%	0.1%	-2%	-4%	0.4%	14%	i
Cc1onc(-c2c(Cl)cccc2Cl)c1C(=O)N1CCCc2ccccc21	2%	4%	-1.1%	-0.3%	-4%	2%	-6.1%	12%	i
CC(=O)c1ccc(N2CCN(C(=O)c3ccc(NC4=NC5CS(=O)(=O)CC5S4)cc3)CC2)cc1 (configuration not stated)	8%	12%[20 µM]	0.4%	1.0%	-2%	7%	-4.1%	9%	.
CC(=O)c1c(N2CCN(C)CC2)nc(=S)n(-c2cc(C)ccc2C)c1C	13%	-21%	9.5%	0.0%	-20%	-24%	-0.1%	8%	i
Nc1ccc(S(=O)(=O)NC2(C(F)(F)F)NC(=O)N(c3ccccc3F)C2=O)cc1 (configuration not stated)	15%	14%	-0.3%	-0.2%	-7%	24%	-1.2%	4%	.
Cc1cc(C(=O)CSc2nnc(-c3cccnc3)n2-c2ccccc2)c(C)n1CC1CCCO1 (configuration not stated)	-15%	-7%	-0.9%	-0.9%	-1%	4%	-4.8%	-13%	i
COc1cc(NC(=O)COc2cc(C)cc3oc(=O)c(C)c(C)c23)cc(OC)c1OC	17%	-4%	1.4%	-0.3%	-9%	-59%	-2.7%	12%	.
O=C(CCNC(=O)Cn1ccc2ccccc2c1=O)NCCC1=CCCCC1	8%	-21%	1.5%	-0.3%	-3%	-10%	8.5%	25%	i
CC(C)CNC(CC(=O)O)c1ccccc1 (configuration not stated)	4%	3%	-1.1%	0.8%	-3%	-30%	0.7%	5%	i
O=c1c2ccccc2nc(/C=C/c2ccc3c(c2)OCO3)n1CCCO	7%	3%[20 µM]	-3.0%	-1.2%	-2%	-26%	.	1%	i
Cc1[nH]c2ccccc2c1C(=O)COC(=O)C1CC(=O)N(Cc2ccco2)C1 (configuration not stated)	5%	6%	1.7%	0.7%	-4%	-20%	3.6%	13%	i
FC(F)Sc1ccc(-n2c(-c3ccc(Cl)cc3)c[n+]3c2CCC3)cc1	11%	20%	0.7%	0.5%	-2%	-22%	-5.4%	5%	i
COc1ccc(N2CCN(C(=O)Cc3coc4cc(C)ccc34)CC2)cc1	2%	-12%	-1.3%	-0.7%	1%	-19%	-0.4%	-11%	i
COc1ccc(CNC(=O)CN2C(=O)NC3(CCCCCC3)C2=O)cc1OC	10%	-13%	-0.1%	0.9%	-17%	-18%	0.5%	5%	i
NC(=O)c1cc2cc(Cc3ccccc3Cl)ccc2oc1=O	13%	-1%	-1.2%	0.1%	-2%	-22%	-7.4%	3%	i
CCOC(=O)N1CCN(S(=O)(=O)c2ccc(C(=O)Nc3nc4c(s3)CC(C)CC4)cc2)CC1 (configuration not stated)	7%	-1%	3.1%	.	-8%	-55%	-3.7%	20%	.

The last four compounds of the section before are carried over, then new ones follow.
SMILES	AID2073	KOR beta-arrestin-1	HIV peptide binding	West Nile antiviral	Dengue-2 NS5 capping	NOD1 NF-kB reporter	KOR beta-arrestin-2	HEK293 NOD2/NF-kB	Yfh1-depleted yeast	others
COc1ccc(N2CCN(C(=O)Cc3coc4cc(C)ccc34)CC2)cc1	2%	-12%	-1.3%	-0.7%	1%	-19%	-0.4%	-11%	i
COc1ccc(CNC(=O)CN2C(=O)NC3(CCCCCC3)C2=O)cc1OC	10%	-13%	-0.1%	0.9%	-17%	-18%	0.5%	5%	i
NC(=O)c1cc2cc(Cc3ccccc3Cl)ccc2oc1=O	13%	-1%	-1.2%	0.1%	-2%	-22%	-7.4%	3%	i
CCOC(=O)N1CCN(S(=O)(=O)c2ccc(C(=O)Nc3nc4c(s3)CC(C)CC4)cc2)CC1 (configuration not stated)	7%	-1%	3.1%	.	-8%	-55%	-3.7%	20%	.
COCCCNC(=S)N(CCCO)Cc1cc2cc3c(cc2[nH]c1=O)OCCO3	16%	-75%[20 µM]	0.8%	0.2%	.	3%	8.0%	-2%	.
O=C(O)c1cc(N=Nc2c(O)ccc3ccccc23)cc(C(=O)O)c1	2%	7%[20 µM]	28%	-0.5%	20%	-25%	-9.9%	8%	i
CC(=O)Cc1cc2cc([N+](=O)[O-])ccc2oc1=O	-51%	8%	0.9%	1.1%	.	-7%	-1.7%	-4%	i
O=C(O)/C=C/C(=O)Nc1ccc(SC(F)(F)C(F)(F)C(F)(F)F)cc1	3%	8%	18%	2.0%	1%	-16%	-3.2%	7%	i
CC1CN(C2=N/C(=C/c3ccc4c(c3)OCO4)C(=O)N2)CC(C)O1 (configuration not stated)	-1%	-20%	-1.6%	0.0%	-5%	-10%	-0.4%	-4%	i
Cc1cc(S(=O)(=O)NC2CCCC2)ccc1F	0%	-53%	-0.7%	-0.3%	-4%	10%	2.4%	12%	i
COc1ccc(C(=O)NCC(=O)Nc2ccc(F)cc2)cc1OC	2%	-10%	0.1%	0.5%	-1%	4%	-2.6%	28%	i
N/C(Cc1ccc([N+](=O)[O-])cc1)=N\OC(=O)COc1ccc2ccccc2c1	2%	2%	-2.4%	-0.5%	-5%	-8%	-1.9%	-9%	i
COCCCNC(=O)CC(NCCCOC)C(=O)O (configuration not stated)	1%	18%	-1.4%	-0.7%	-5%	-29%	1.6%	11%	i
CCOC(=O)CP(=O)(c1ccccc1)c1ccccc1	14%	-24%	2.3%	-0.2%	-10%	-24%	1.4%	9%	i
CCOC(=O)c1cc(C)sc1NC(=O)c1ccc(Cl)s1	19%	-37%	-1.9%	1.2%	1%	7%	-1.6%	17%	i
Cn1nnc2cc(NC(=O)Nc3cccc(Cl)c3)ccc21	14%	18%	0.4%	-0.6%	0%	-7%	0.3%	-46%	.
CCC(=O)Oc1ccc(C2N(C(=O)CC)CCN2S(=O)(=O)c2ccc(C)cc2)cc1OC (configuration not stated)	-3%	9%	-1.9%	-1.2%	-1%	20%	0.6%	13%	i
O=C(Nc1ccc2ccccc2c1)c1ccccc1F	0%	5%	0.0%	-0.2%	3%	-110%	-0.8%	-179%	.
COc1ccccc1C(=O)NCC(=O)NC1CCCc2ccccc21 (configuration not stated)	-2%	-32%	-1.3%	-0.4%	-8%	8%	1.5%	-2%	i
Cc1ccc(CN2CCCN(Cc3cc(C)ccc3C)S2(=O)=O)cc1	?	5%	2.3%	-0.2%	-3%	2%	-4.6%	14%	.
COc1ccc(CC(=O)Oc2ccccc2[N+](=O)[O-])cc1	0%	-26%[20 µM]	4.1%	0.0%	-1%	-6%	-5.1%	8%	.
COc1cc(/C=N/NC(=O)c2ccncc2)ccc1OC(C)=O	12%	-22%[20 µM]	-0.4%	-0.1%	3%	-29%	-4.1%	1%	.
CC1CCN(C(C(=O)Nc2ccc3c(c2)OCO3)c2ccccc2)CC1 (configuration not stated)	9%	35%	1.4%	-0.6%	-2%	-16%	-11%	-26%	i
COc1ccc(-n2c(N)c(C(=O)NCc3ccco3)c3nc4ccccc4nc32)cc1OC	11%	1%	12%	0.2%	3%	-16%	1.6%	6%	i
COc1ccccc1CNC(=O)C1CCCN(S(=O)(=O)c2ccc3c(c2)C(C)(C)C(=O)N3C)C1 (configuration not stated)	-7%	-22%[20 µM]	0.5%	-0.8%	-5%	0%	-5.3%	19%	.
Fc1ccc(CSc2ncnc3sc4c(c23)CCCC4)cc1	-2%	4%	-2.1%	1.2%	0%	8%	-0.6%	19%	i	Dengue-2 NS5 capping pilot replicate=0.6
CC1(C)Cc2c(cnn2-c2cccc(F)c2)C(NC(=O)c2csnn2)C1 (configuration not stated)	2%	3%	1.4%	-0.7%	-6%	1%	5.1%	17%	.
COc1ccc(CNC(=O)CN(C(=O)CCC(=O)Nc2nccs2)c2ccc(C)cc2)cc1	-5%	-26%	1.4%	1.5%	-4%	-41%	0.7%	5%	.
CCNc1nc(NCC)n2c(SCC(=O)NC34CC5CC(CC(C5)C3)C4)nnc2n1	4%	9%	0.2%	-0.9%	-8%	-23%	2.9%	9%	i
SMILES	AID2073	KOR beta-arrestin-1	HIV peptide binding	West Nile antiviral	Dengue-2 NS5 capping	NOD1 NF-kB reporter	KOR beta-arrestin-2	HEK293 NOD2/NF-kB	Yfh1-depleted yeast	others
c1ccc(Cc2cc[n+](Cc3ccccn3)cc2)cc1	0%	16%	0.1%	-1.1%	3%	-4%	1.0%	10%	i
O=C1OC(NC(=O)c2ccccc2)C(n2cc(CO)nn2)=C1Cl (configuration not stated)	-32%	-59%	0.2%	0.2%	21%	16%	0.9%	12%	i
COC(=O)NNC(=S)Nc1cc(OC)ccc1OC	5%	28%	-0.6%	0.9%	-4%	-1%	-5.7%	5%	i
O=c1c(-c2ccccc2)cnc2n1CCS2	8%	15%[20 µM]	1.0%	0.5%	-3%	-26%	-8.8%	17%	i
O=C(C[n+]1cnn(CC(=O)c2ccc(Cl)cc2Cl)c1)c1ccc([N+](=O)[O-])cc1	3%	6%	-5.4%	0.2%	5%	-40%	-6.3%	10%	i
O=C(/C=C/c1ccc2c(c1)OCO2)c1cccnc1	24%	-15%	-2.9%	-0.5%	-19%	-11%	1.3%	0%	.
CC[C@H](C)[C@@H](NC(=O)O[C@@H]1C(=O)c2cc(OC)ccc2O[C@H]1c1ccc(OC)c(Br)c1)C(=O)OC	22%	-26%	-0.8%	-0.6%	-2%	-14%	-2.6%	5%	i

Only part of the results is shown; rates above refer to the full screens.
